NR1D1 modulator: modulates human Rev-erb alpha binding to DNA; Rev-erbα–FITC-DNA binding, fluorescence polarization, 90 min; activity, % at 10 µM; actives 0.79% (n = 370,000); AID 1259318;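 active = activity above about 14%, limit read from the data; passing the limit was not always enough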;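 also: 0% = DMSO wells with 35 nM protein and 100% = DMSO wells with 750 nM protein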
Tn6 DDE FP: DD(E)-Tn6 binding inhibition, primary FP screen; Fibrin DD(E) TRITC-Tn6 fluorescence polarization displacement; actives 0.21% (n = 370,000); inhibition, % at 8.3 µM; P02675; AID 720509;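 active = inhibition above a per-campaign cutoff: mean of compounds within control limits plus 3 SD, cut at about 15% in these data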;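 also: 0% = median of all compound wells on the plate and 100% = blocking peptide control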
sPLA2-III inh: Inhibits HGIII-sPLA2 liposome hydrolysis, primary screen; Q9NZ20; QFRET BODIPY PC-A2 liposome hydrolysis, fluorescence; inhibition, % at 12.2 µM; actives 0.56% (n = 370,000); AID 743126;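 active = inhibition above mean plus 3 SD of compounds lying within the high and low control bounds, cut at about 19% in these data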;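 also: 0% = median of test compound wells and 100% = no enzyme DMSO wells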
Target sequence (Q9NZ20 whole entry, looked up): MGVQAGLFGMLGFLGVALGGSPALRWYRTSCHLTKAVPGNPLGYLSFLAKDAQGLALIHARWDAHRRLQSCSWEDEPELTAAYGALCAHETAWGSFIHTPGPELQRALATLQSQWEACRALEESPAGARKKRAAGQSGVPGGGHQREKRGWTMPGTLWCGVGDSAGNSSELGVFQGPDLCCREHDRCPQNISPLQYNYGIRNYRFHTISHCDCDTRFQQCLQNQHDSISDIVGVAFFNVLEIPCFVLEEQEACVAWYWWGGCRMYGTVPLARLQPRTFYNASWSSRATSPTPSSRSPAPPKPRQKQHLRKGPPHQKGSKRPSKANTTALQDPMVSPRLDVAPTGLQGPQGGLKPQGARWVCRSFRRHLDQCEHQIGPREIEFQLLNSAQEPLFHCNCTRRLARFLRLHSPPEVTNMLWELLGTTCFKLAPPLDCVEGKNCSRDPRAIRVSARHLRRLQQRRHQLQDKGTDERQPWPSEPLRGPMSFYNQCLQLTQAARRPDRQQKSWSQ
UHRF1 MBD2 ctr: blocks human UHRF1 binding to methylated DNA; UHRF1 binding to methylated oligo, TR-FRET; AID 687016; inhibition, % at 4.4 µM; actives 0.75% (n = 370,000); Q96T88; in the data active = inhibition above about 21%;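 also: UHRF1 SRA domain binding a hemimethylated CpG hairpin DNA probe; 0% = median of test compound wells and 100% = reference inhibitor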
Tn7 DDE FP: DD(E)-Tn7 binding inhibition, primary FP screen; actives 0.13% (n = 370,000); P02675; FP displacement of FITC-Tn7 peptide from fibrin DD(E); 0% = median of compound wells per plate; inhibition, % at 8.3 µM; AID 720508;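 active = inhibition above the mean of compounds falling within the control limits plus 3 SD of them, cut at about 14% in these data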;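 also: 0% = plate median of compound wells and 100% = 10 µM Aha-Tn7 peptide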
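Measure: % inhibition scaled between sample-field median and high-control FP; Test system: human fibrin DD(E); Quantity: 2 µM final DD(E) protein; Doses: one dose, 8.3 µM nominal; Schedule: compound with protein 10 min, then 3 h after probe, room temperature; Detection: fluorescence polarization; Medium: Tris buffer with calcium and detergent, pH 7.8.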
PLC-gamma1 inh: blocks human PLC-gamma1 enzyme activity; AID 720700; inhibition, % at 12.2 µM; P19174; actives 0.84% (n = 370,000); purified PLC-gamma1, fluorogenic substrate, fluorescence; in the data active = inhibition above about 9.5%
ARFGAP1 inh: inhibits rat ARF GTPase activating protein 1 | Arfgap1-stimulated ARF1 GTP hydrolysis, GDP FP detection | Q62848 | inhibition, % at 16.5 µM | actives 0.26% (n = 360,000);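 active = inhibition above a per-plate limit, mean inhibition of low control wells plus 3 SD, cut at about 25% in these data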;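 also: 0% = DMSO wells with enzyme and 100% = wells lacking Arfgap1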
Target sequence (Q62848 1-136 limits assumed): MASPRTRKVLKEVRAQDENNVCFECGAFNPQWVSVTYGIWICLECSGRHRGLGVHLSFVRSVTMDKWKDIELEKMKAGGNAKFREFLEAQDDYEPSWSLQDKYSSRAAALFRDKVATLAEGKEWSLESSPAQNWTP
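Replicates: Single well per compound | Assay system: Truncated rat Arfgap1 GAP domain | Control set: No-Arfgap1 wells (100%) versus DMSO full-reaction wells (0%) | Times: Enzyme reaction 120 min at 25 °C after 20 min preincubation | Reagent: Human ARF1(Δ1-17)-GTP substrate | Measured by: Tracer-displacement fluorescence polarization with EDTA stop, 620/688 nm | Measure: Percent inhibition of Arfgap1-stimulated GTP hydrolysis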
KLK7 zymogen act: activates the human kallikrein-7 zymogen. P49862. purified proKLK7, EDANS-DABCYL substrate fluorescence; 100% is mature enzyme control, 0% vehicle. activation, % at 7 µM. actives 0.9% (n = 370,000);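 active = activation above the mean of all tested compounds plus 3 SD, computed per campaign excluding outliers beyond control limits, cut at about 13% in these data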
Target sequence (P49862 whole entry, looked up): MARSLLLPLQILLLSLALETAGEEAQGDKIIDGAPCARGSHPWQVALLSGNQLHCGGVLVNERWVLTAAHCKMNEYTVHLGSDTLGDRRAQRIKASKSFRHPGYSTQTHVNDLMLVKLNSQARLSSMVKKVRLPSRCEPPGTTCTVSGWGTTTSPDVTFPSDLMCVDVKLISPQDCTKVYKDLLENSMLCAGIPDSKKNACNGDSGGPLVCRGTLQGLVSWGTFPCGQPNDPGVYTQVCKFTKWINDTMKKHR
ASAP1 inh: inhibitors of human ASAP1 ArfGAP activity; AID 624377; ASAP1-stimulated ARF1 GTP hydrolysis, GDP FP detection; inhibition, % at 16.5 µM; Q9ULH1; actives 0.19% (n = 360,000); in the data active = inhibition above about 25%;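 also: 0% = vehicle with enzyme and substrate and 100% = no enzyme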
PLC-beta3 inh: inhibitors of human phospholipase C beta3; Q01970; Purified PLC-beta3, fluorogenic substrate, fluorescence; inhibition, % at 12.2 µM; actives 0.18% (n = 370,000); AID 720704; in the data active = inhibition above about 11%;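 also: 0% = median of compound wells on plate and 100% = full blocker control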
Active calls of the source: *; i = inactive; / = no result given.

Start of the data: the first 3 entries, to show the layout:
NR1D1 modulator	Tn6 DDE FP	sPLA2-III inh	UHRF1 MBD2 ctr	Tn7 DDE FP	PLC-gamma1 inh	ARFGAP1 inh	KLK7 zymogen act	ASAP1 inh	PLC-beta3 inh	SMILES
-3	-3	6	3	-5	3	7	0.2	8	5	CC(C)NC1CS(=O)(=O)CC1O (centres undefined)
6	-7	-10	-1	-12	11*	15	0.6	17	2	Cc1cccc(-c2nn(-c3ccccc3)cc2C(=O)Nc2cccc(S(=O)(=O)NC3=NCCC3)c2)c1
5	-2	-12	2	-1	1	16	0.2	-5	-1	CC(C)OC(=O)c1nnn(-c2nonc2N)c1CSc1ccccn1

Results, from the start:
NR1D1 modulator	Tn6 DDE FP	sPLA2-III inh	UHRF1 MBD2 ctr	Tn7 DDE FP	PLC-gamma1 inh	ARFGAP1 inh	KLK7 zymogen act	ASAP1 inh	PLC-beta3 inh	SMILES
-3	-3	6	3	-5	3	7	0.2	8	5	CC(C)NC1CS(=O)(=O)CC1O (centres undefined)
6	-7	-10	-1	-12	11*	15	0.6	17	2	Cc1cccc(-c2nn(-c3ccccc3)cc2C(=O)Nc2cccc(S(=O)(=O)NC3=NCCC3)c2)c1
5	-2	-12	2	-1	1	16	0.2	-5	-1	CC(C)OC(=O)c1nnn(-c2nonc2N)c1CSc1ccccn1
-4	-3	-34	0	4	1	5	-0.5	0	7	O=C(Nc1cccc(S(=O)(=O)N2CCCCCC2)c1)c1ccc2c(c1)OCO2
-6	-5	20*	8	4	7	16	0.1	15	-4	C1=CCC(CN2CCN(C3CCCCCC3)CC2)CC1 (centres undefined)
1	-4	-30	0	2	2	-5	-0.4	7	-2	CCOC(=O)C1=C(C)N=C2SC(C)C(=O)N2C1c1ccccc1 (centres undefined)
2	2	0	-1	-1	3	2	-0.1	-6	3	O=C(NNC(=O)C1CCCC1)c1ccc(F)cc1
6	-1	-8	2	1	4	0	0.5	-19	-2	COc1cccc(-n2cnnc2SC(C)C(=O)NC2CCCC2)c1 (centres undefined)
-3	4	2	1	1	2	1	-0.4	1	-7	CCCc1nnc(SCC(=O)NC2CC2)n1C
-2	4	14	3	1	-22	-3	-2.2	-2	-34	COc1ccc(-c2cccc(-c3cc(=O)oc4cc5c(cc34)OCO5)c2)cc1
4	2	-2	0	5	-4	0	0.2	-7	-13	CC(=O)c1ccc(N2CCN(C(=O)c3cn(Cc4ccccc4)nc3-c3cccnc3)CC2)c(F)c1
-3	3	5	-1	7	3	-6	0.1	-5	6	Cc1ccc(N(C(=O)c2ccc(S(=O)(=O)N3CCOCC3)cc2)C2C=CS(=O)(=O)C2)cc1 (centres undefined)
1	2	-11	0	-4	1	-8	0.0	-3	-6	O=C(NCCCN1CCOCC1)c1ccc(CSc2ccc(Cl)cc2)cc1
-1	5	-32	-1	-5	0	12	0.6	-1	-5	O=S(=O)(N/N=C\c1cn(-c2ccccc2)nc1-c1ccccc1)c1ccccc1
-4	0	7	1	-5	1	3	-0.2	-13	-1	O=C(N/N=C/c1ccc2c(c1)OCO2)C(=O)Nc1ccccc1Cl
-2	0	-7	1	6	0	-1	-0.6	-13	-5	Cc1cccc(C(=O)Nc2cc(NC(=O)c3cccs3)ccc2C)c1
3	-1	-2	-1	3	7	7	0.3	-15	3	O=C(O)CCS(=O)(=O)Cc1cccc(Cl)c1
3	0	2	-2	3	1	-9	0.0	4	0	O=C(COc1ccc(Cl)cc1)N1CCN(S(=O)(=O)c2cc(F)ccc2F)CC1
-3	1	9	3	-3	3	11	0.5	-20	-2	O=C(NCCCN1CCN(CCCNC(=O)c2ccccc2F)CC1)c1ccccc1F
6	0	-1	2	-5	5	-6	-0.3	17	3	N#Cc1ccccc1S(=O)(=O)N1CCC(C(=O)NCc2ccccc2CN2CCCC2)CC1
3	-4	-12	1	-3	0	14	0.3	-6	-3	COc1ccc(C(O)c2nc(-c3ccccc3OC)cs2)cc1 (centres undefined)
3	4	9	5	0	7	13	-0.9	4	0	c1ccc(-c2cnc(-c3ccccc3)nn2)cc1
-1	0	-1	1	-2	-1	-4	0.3	0	-9	CC(C)Cc1nnc(NC(=O)CCC(=O)N2CCC(C)CC2)s1
2	-4	1	-1	-3	3	-4	1.2	1	-4	Cc1ccc(S(=O)(=O)N2CCCCC2)cc1NC(=O)COc1ccccc1F
-2	-4	-2	-1	8	2	3	-0.2	-2	5	O=C(Nc1ccc(N2CCN(C(=O)c3ccco3)CC2)cc1)c1cccc(F)c1
3	10	-1	0	2	-7	-5	-0.1	9	-6	Cc1cccc(C2c3[nH]c4ccccc4c3CCN2Cc2ccc(C)s2)n1 (centres undefined)
-2	3	0	0	7	3	-8	-0.4	-1	-2	CCCNc1nc(C)nc2c1cnn2CCc1ccccc1
-6	-2	4	-6	5	-18	-7	-0.7	11	-22	CC(=Nc1ccc(Cl)cc1N)c1c(O)cc(C)oc1=O
-12	-5	2	-3	-3	-2	6	0.4	-5	-2	O=C1c2ccccc2-c2nnc(-c3ccc(F)cc3)cc21
4	-7	-10	-1	1	-4	-4	0.3	-18	-63	Cc1cc(C)cc(Oc2ccccc2/C=C\C(=O)O)c1
-4	-10	-3	1	1	1	-5	-0.2	4	1	Cc1onc(-c2c(Cl)cccc2Cl)c1C(=O)N1CCN(Cc2ccccc2)CC1
-2	-14	2	-7	7	-344	-12	-5.1	-6	-358	Cn1c2ccccc2c2cc(/C=N/NC(=O)c3ccc(N)cc3)ccc21
2	5	-7	0	-6	2	-2	0.6	6	6	CCOCCCNS(=O)(=O)c1ccc(NC(=O)c2ccc(OC)c([N+](=O)[O-])c2)cc1
-2	2	-2	0	8	-4	6	1.0	-2	-9	COc1ccc(C(=O)C[n+]2cccc(Br)c2)cc1
4	-4	-5	1	9	-3	18	-0.2	17	-3	COc1ccccc1NC(=O)c1c(Nc2ccccc2F)sc(C(=O)Nc2cccc(Cl)c2)c1N
-6	3	-3	0	1	2	3	-0.8	10	2	O=C(Cc1cccs1)NC(c1ccccc1)c1ccccc1
0	-4	-4	0	3	0	0	0.3	1	1	CCC(C)C1NC(=S)N(Cc2ccccc2)C1=O (centres undefined)
4	3	1	-4	-8	5	-2	0.9	-11	0	CC1(c2cccs2)CC(c2cccs2)=C(C#N)C(=O)N1 (centres undefined)
-4	-3	2	0	-1	1	/	0.1	/	0	CN1CCCN(C(=O)C2CCCN(C(=O)c3ccc4c(c3)NC(=O)CS4)C2)CC1 (centres undefined)
0	5	-1	0	-7	1	0	1.3	4	-2	COCC(C)n1c(SCC(=O)c2cc(C)n(C)c2C)nc2ccccc2c1=O (centres undefined)
3	-2	9	1	-1	-1	-10	-0.4	-3	-12	CCCc1nc2oc3c(NCC(C)O)ncnc3c2c2c1CCCC2 (centres undefined)
9	7	17	-1	2	1	6	0.3	12	-2	Cc1cccc(NC(=S)NCCc2ccccc2)c1C
0	1	-1	-4	4	i	4	46*	0	i	CC1(C)Cc2c(c(N3CCOCC3)nc3sc(-c4ccc(C(=O)O)o4)c(N)c23)CO1
4	-4	-13	6	5	-1	-1	0.4	-8	-7	CCCNC(=O)Cc1c(C)n(C(=O)c2ccc(Cl)cc2)c2ccc(OC)cc12
-4	0	-6	-1	3	0	2	0.4	0	-4	CCCc1cc(C(=O)N2CCCC(Cc3ccccc3C)(C(=O)OCC)C2)no1 (centres undefined)
4	1	-10	4	-3	-3	13	0.5	-18	-3	O=C1CC(N2CCN(S(=O)(=O)c3ccccc3F)CC2)C(=O)N1c1ccccc1Cl (centres undefined)
4	-2	-3	0	0	-2	15	-0.5	-7	-2	O=C(c1ccco1)N(Cc1ccc([N+](=O)[O-])cc1)c1ccc(Cl)cc1
1	-2	14	3	-1	-1	/	0.1	/	-2	CCCCCN1CCCCC(NC(=O)c2ccccc2C)C1=O (centres undefined)
4	-4	-5	-1	2	-180	-4	2.9	-4	-202	Cc1ccnc(SCc2cn3c(C)cc(C)nc3n2)n1
-1	2	2	0	4	-2	3	0.5	9	-6	CC(=O)N1CCN(S(=O)(=O)c2cccc(C(=O)Nc3ccc(OC(F)F)cc3)c2)CC1

Next entries
NR1D1 modulator	Tn6 DDE FP	sPLA2-III inh	UHRF1 MBD2 ctr	Tn7 DDE FP	PLC-gamma1 inh	ARFGAP1 inh	KLK7 zymogen act	ASAP1 inh	PLC-beta3 inh	SMILES
1	4	-15	-4	-1	-56	16	0.7	1	-84	O=C(O)C(Cc1ccccc1)Nc1ccc([N+](=O)[O-])cc1[N+](=O)[O-] (centres undefined)
7	8	-10	0	0	-15	4	-0.8	-9	-29	CSc1ccc(/C=C2/C(=N)N3N=C(CC(=O)N4CCCC4)SC3=NC2=O)cc1
-5	0	-7	-2	7	1	-2	0.5	-5	-1	CCOC(=O)C1=C[C@@H](C(C)C)N(S(=O)(=O)c2ccc(C)cc2)[C@H]1c1ccccc1F
-4	-12	-33	1	6	-2	-3	0.8	5	1	C[C@H]1O[C@@H](O[C@H]2CC[C@@]3(C)C(CC[C@]4(C)C3C=CC3=C5CC(C)(C)CC[C@]5(CO)[C@H](O)C[C@]34C)[C@]2(C)CO)[C@H](O)[C@@H](O[C@@H]2O[C@H](CO)[C@@H](O)[C@H](O)[C@H]2O)[C@H]1O (some centres undefined)
0	-5	0	0	7	-1	8	-0.3	9	-2	O=C(CS(=O)(=O)c1cn(CC(=O)N2CCOCC2)c2ccccc12)NCc1ccccc1
